# High-throughput results as filed in PubChem BioAssay.
# FXIIa single: human FXIIa protease inhibitors, primary screen, biochemical, single well. Coagulation factor XII (Homo sapiens), P00748. purified human FXIIa, AMC substrate fluorescence, 2 h. inhibition, % at 10 µM. actives 0.2% (n = 33,000); in the data active = inhibition above about 30%;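 note: 0% = enzyme with vehicle only and 100% = no enzyme blank; many of its hits are not listed in these tables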
# FXIa single inh: human FXIa protease inhibitors, primary screen, biochemical, single compound per well; purified human FXIa, fluorogenic AMC substrate cleavage; actives 0.3% (n = 33,000); AID 687, 2007; inhibition, % at 10 µM; Coagulation factor XI (Homo sapiens), P03951;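 active = inhibition above 40% in the primary screen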;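 note: 0% = enzyme without compound and 100% = blank wells lacking enzyme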
# Target sequence (P03951 19-387 limits assumed): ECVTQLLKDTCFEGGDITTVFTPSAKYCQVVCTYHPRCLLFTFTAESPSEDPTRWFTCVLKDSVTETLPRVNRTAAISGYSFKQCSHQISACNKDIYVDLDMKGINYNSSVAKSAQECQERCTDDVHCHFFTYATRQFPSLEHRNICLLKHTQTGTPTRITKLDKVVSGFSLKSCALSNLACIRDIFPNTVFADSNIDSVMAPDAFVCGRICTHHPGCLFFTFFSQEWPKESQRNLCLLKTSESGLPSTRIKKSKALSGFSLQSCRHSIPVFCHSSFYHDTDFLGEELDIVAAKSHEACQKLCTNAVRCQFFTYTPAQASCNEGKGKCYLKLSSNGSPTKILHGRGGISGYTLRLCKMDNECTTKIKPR
# Target sequence (P03951 388-625 limits assumed): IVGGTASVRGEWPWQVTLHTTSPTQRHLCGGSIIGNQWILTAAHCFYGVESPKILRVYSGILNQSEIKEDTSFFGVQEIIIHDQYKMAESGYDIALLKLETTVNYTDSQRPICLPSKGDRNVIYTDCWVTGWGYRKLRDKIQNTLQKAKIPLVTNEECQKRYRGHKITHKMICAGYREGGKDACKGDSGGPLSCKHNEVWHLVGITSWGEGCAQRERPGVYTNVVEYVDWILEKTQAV
# * marks the source's active call; other numbers are inactive results. The list is partial; the hit share may differ from the screen's.
# Below each compound: FXIIa single, FXIa single inh
- Cc1cc(N(C)Cc2ccccc2)nc(-c2ccccc2)n1
  2.5, 2.4
- CCc1nc2oc3ccccc3c(=O)c2c(=O)n1Cc1ccc(OC)cc1
  7.0, -2.1
- O=C(NC1(C(F)(F)F)C(=O)Nc2c1c(=O)[nH]c(=O)n2Cc1ccco1)C1CCCCC1 (stereo not drawn)
  4.4, 0.6
- Cc1cc(=O)c2ccc3ccccc3c2[nH]1
  -15.5, 23.2
- Fc1ccccc1OCCCCSc1ncccn1
  2.8, 0.8
- Cc1ccc(-c2cc(C(=O)NCc3ccc4c(c3)OCO4)no2)cc1
  6.1, 3.0
- COc1ccc(S(=O)(=O)N(C)CC(=O)Nc2ccccc2SC)cc1Cl
  7.5, -2.4
- CNC(=O)CN(c1ccc(OC)cc1)S(=O)(=O)c1ccc(F)cc1
  2.1, 2.0
- C=CCOn1c(=O)c(-c2ccc(OC)c(OC)c2)[n+]([O-])c2ccccc21
  -15.7, 29.3
- O=c1cc(N2CCOCC2)c2ccccc2o1
  6.9, -1.2

# 7 compounds picked at random from the list so far, as already listed:
# Below each compound: FXIIa single, FXIa single inh
- COc1ccc(S(=O)(=O)N(C)CC(=O)Nc2ccccc2SC)cc1Cl
  7.5, -2.4
- CCc1nc2oc3ccccc3c(=O)c2c(=O)n1Cc1ccc(OC)cc1
  7.0, -2.1
- C=CCOn1c(=O)c(-c2ccc(OC)c(OC)c2)[n+]([O-])c2ccccc21
  -15.7, 29.3
- O=c1cc(N2CCOCC2)c2ccccc2o1
  6.9, -1.2
- Cc1cc(N(C)Cc2ccccc2)nc(-c2ccccc2)n1
  2.5, 2.4
- Fc1ccccc1OCCCCSc1ncccn1
  2.8, 0.8
- CNC(=O)CN(c1ccc(OC)cc1)S(=O)(=O)c1ccc(F)cc1
  2.1, 2.0

# (listing goes on)
# Below each compound: FXIIa single, FXIa single inh
- O=C(NNC(=O)c1ccncc1)c1ccncc1
  -1.2, -8.1
- O=C(N/N=C/C=C/c1ccco1)c1cccnc1
  -0.5, -1.3
- CC(C)c1nnc(NC(=O)CSc2nc3ccccc3s2)s1
  -4.7, 6.8
- COc1ccc(OC)c(S(=O)(=O)N2CCCCC2C(=O)O)c1 (stereo not drawn)
  -15.8, 23.2
- CCC(C)C(=O)Nc1cc(C(=O)OC)ccc1C(=O)OC (stereo not drawn)
  7.1, 2.4
- CCOc1ccc(S(=O)(=O)Nc2ccc(F)cc2)c(C)c1C
  8.5, 0.7
- CN(C)/C=C/C(=O)c1ccc(N2CCN(c3ncc(C(F)(F)F)cc3Cl)CC2)cc1
  -10.9, 15.8
- C=CCn1c(=O)[nH]c2cc(C(=O)N3CCN(c4cc(C)ccc4C)CC3)ccc2c1=O
  4.0, -2.6
- Cc1ccc(C(=O)N2CCCC2)cc1S(=O)(=O)Nc1ccccc1
  3.4, -3.8
- CC1=C(C#N)C(NC(=O)C(C)(C)C)(C(F)(F)F)C(=O)N1 (stereo not drawn)
  4.0, 1.8

# New compounds follow:
# Below each compound: FXIIa single, FXIa single inh
- COc1cccc(OCc2nc3ccccc3[nH]2)c1
  6.0, -6.0
- COC(C(=O)Nc1ccc(F)cc1F)c1ccccc1 (stereo not drawn)
  8.6, 4.1
- COc1ccc(N(CC(=O)NCc2ccc3c(c2)OCO3)S(C)(=O)=O)cc1OC
  1.6, -6.4
- O=C(CSc1nnc(-c2ccccc2Cl)n1Cc1ccco1)Nc1ccc2c(c1)OCCO2
  2.7, 7.5
- COc1ccc(C(=O)NCCc2cn3ccc(C)cc3n2)cc1
  2.3, 2.8
- C=C(C)C1CC=C(CN2CC(C)OC(C)C2)CC1 (stereo not drawn)
  0.2, 1.4
- COc1ccc(S(=O)(=O)Nc2ccccc2C(=O)NC(C)(C)C)cc1OC
  -1.4, -1.8
- COc1cc2[nH]c(=O)n(Cc3ccc(C(=O)NC4CCCC4)cc3)c(=O)c2cc1OC
  4.1, 0.7
- COc1nc(-c2ccc(Cl)cc2)ccc1-c1noc(-c2ccco2)n1
  4.5, -1.2
- CCOc1ccccc1-n1c(SCC(=O)N2CCCC2)nnc1-c1ccc(O)cc1
  7.9, 12.4

# New compounds follow.
# Below each compound: FXIIa single, FXIa single inh
- COC(=O)CNC(=O)CN1C(=O)N(c2ccccc2)C(N(O)C(=O)Nc2ccccc2)C1(C)C (stereo not drawn)
  -1.8, -4.1
- CC1CC(C)CN(C(=O)CSc2nc3ccsc3c(=O)n2Cc2ccccn2)C1 (stereo not drawn)
  3.1, 6.6
- O=C1c2ccccc2C(=O)N1CCCCSc1nc2ccccc2o1
  6.2, -0.6
- Cc1cc(C)n(C2CCCCC2OC(=O)c2ccccc2)n1 (stereo not drawn)
  5.6, -3.2
- Nc1nc(-c2ccco2)nn1C(=O)CCc1ccccc1
  22.9, -1.1
- Cc1cc(C(=O)CN2C(=O)NC3(CCCc4ccccc43)C2=O)c(C)n1Cc1ccccc1 (stereo not drawn)
  6.2, -5.4
- CCOC(=O)c1[nH]c(C)c(/C(O)=C2\C(=O)C(=O)N(CCCN3CCOCC3)C2c2cccnc2)c1C (stereo not drawn)
  -10.5, 1.3
- O=C(NCCSCc1ccco1)Nc1ccc(Cl)cc1
  6.4, 0.9
- COC(=O)c1ccccc1NC(=O)C1CCCN(S(=O)(=O)c2ccc(F)cc2)C1 (stereo not drawn)
  -8.2, 0.1
- CC(=C1C(=O)c2ccccc2C1=O)N1CCC(C(N)=O)(N2CCCCC2)CC1
  6.3, 4.2

# More results:
# Below each compound: FXIIa single, FXIa single inh
- COc1ccc2c(c1)CCc1c(C(=O)NCc3ccc(Cl)cc3)noc1-2
  81.2*, 1.6
- CCCSc1nc(C)c2cc(C)cc(C)c2n1
  -10.9, 21.9
- CCC(=O)Nc1nnc(-c2ccco2)o1
  3.7, 5.1
- CN(C)S(=O)(=O)c1ccc(C(=O)Nc2ccc(CN3CCCC3)cc2)cc1
  -14.3, -2.6
- CCOC(=O)C(/C=C(\C#N)C(=O)OCC)=C(/N)N1CCN(c2ccc(OC)cc2)CC1
  9.7, 8.7
- O=C(Nc1ccc(Cl)cc1)c1cccnc1N1CCCCC1
  8.1, 10.9
- Cc1ccc(N2C(=O)c3sc4nnc(C)c(=O)n4c3C2=O)cc1
  5.9, -0.6
- CCc1cc(C=C(Cl)Cl)oc(=O)c1C
  -10.8, -1.0
- C#CCOC(=O)c1ccccc1C(=O)O
  3.1, -3.5
- OCc1cn(-c2ccccc2)nc1-c1ccco1
  -6.4, -0.9

# Next part
# Below each compound: FXIIa single, FXIa single inh
- O=C(NCC1CCC(C(=O)O)CC1)OCc1ccccc1 (stereo not drawn)
  3.8, 5.1
- Cn1c(=O)oc2cc(S(=O)(=O)N3CCCC(C(=O)Nc4ccccn4)C3)ccc21 (stereo not drawn)
  4.0, -1.8
- O=C(CCl)Nc1cccc(-c2cnc3ccccc3n2)c1
  6.1, 10.7
- Cc1cc(C)n2nc(C(=O)Nc3ccc4c(c3)OCO4)nc2n1
  4.5, 2.6
- CO/N=C/NC(=O)NOCc1ccc(Cl)cc1Cl
  -13.0, -9.1
- O=c1c2ccccc2cnn1-c1ccc(Cl)cc1
  4.9, -4.2
- COc1ccccc1CNC(=O)C(NS(=O)(=O)c1ccc2c(c1)oc(=O)n2C)C(C)C (stereo not drawn)
  4.8, 0.1
- O=S(=O)(NCc1ccco1)c1ccc2c(c1)Cc1ccccc1-2
  3.2, 1.1
- O=C1CCc2cc(S(=O)(=O)NC(Cc3ccccc3)C(=O)NC3CCCCC3)ccc2N1 (stereo not drawn)
  -13.8, -9.6
- COc1cc(S(=O)(=O)N2CCN(C)CC2)c(OC)cc1Cl
  -12.9, 27.4

# (list continues)
# Below each compound: FXIIa single, FXIa single inh
- O=C(c1ccc(F)cc1)N1CCN(C(=O)c2cccnc2)CC1
  10.2, 49.8*
- O=C(c1ccc([N+](=O)[O-])cc1)N(Cc1ccc(Cl)cc1Cl)N1C(=O)CCCC1=O
  6.2, -3.2
- Cc1nc(SCCC(C)C)c([N+](=O)[O-])[nH]1
  9.1, 11.7
- CC1CCN(C(=O)CSCc2ccc(Cl)cc2)CC1
  10.7, 2.8
- CN(CC(=O)N1CCN(c2ccccn2)CC1)S(=O)(=O)c1ccc2ccccc2c1
  2.4, -4.4
- COc1cccc(-c2nc(-c3ccc4c(c3)-c3ccccc3S4(=O)=O)c(-c3ccccc3)[nH]2)c1OC
  -20.6, -4.1
- COCCCn1c(SCC(=O)NC(C)(C)C)nnc1-c1ccccc1
  2.8, -7.9
- O=C(/C=C/c1ccccc1)NNC(=O)C1CC1
  4.4, -6.7
- O=S(=O)(NCc1ccncc1)c1ccccc1
  -5.2, -1.4
- Cc1ccc2nc3c(cc2c1)c(NC(=O)C1CCCO1)nn3CC(C)C (stereo not drawn)
  -0.7, -14.6

# The list continues:
# Below each compound: FXIIa single, FXIa single inh
- COc1ccc(Cn2nnnc2C(c2cc3ccc(OC)cc3[nH]c2=O)N2CCC(C)CC2)cc1 (stereo not drawn)
  4.0, 30.4
- O=C(Nc1ccc(CN2CCOCC2)cc1)c1ccc(-c2cccc(Cl)c2)o1
  6.2, 4.2
- CC1C/C=C/C=C/C=C/C=C/C(O[C@@H]2O[C@H](C)[C@@H](O)[C@H](N)[C@@H]2O)CC2OC(O)(CC(O)CC3OC3/C=C/C(=O)O1)CC(O)C2C(=O)O (stereo partly drawn)
  2.5, 0.3
- Cc1cc(C(C)(C)C)ccc1OCCN1CCCC1
  -7.2, 20.9
- O=C(NCCN1CCOCC1)c1ccc(-c2ccccc2)cc1
  6.3, -1.2
- Cc1nc2c3ccccc3nc(SCC(=O)N3CC(C)CC(C)C3)n2n1 (stereo not drawn)
  2.9, -5.6
- CCCCn1c(SCC(N)=O)nc2c(sc3ccccc32)c1=O
  -4.0, -5.3
- COc1cc(C(=O)OCn2nnc3ccccc3c2=O)cc(OC)c1OC
  -0.8, 3.1
- CSCCC(=O)N1C(C)CCCC1C(=O)O (stereo not drawn)
  2.7, 7.3
- CC1(C)C(=O)NCCN1C(=O)CCC(=O)O
  7.3, 1.3

# Other compounds.
SMILES,FXIIa single,FXIa single inh
CS(=O)(=O)N(Cc1ccco1)CC(O)Cn1cc(C=O)c2ccccc21 (stereo not drawn),-4.2,-4.0
COc1ccc(N=C(C)C2=C(O)CSC2=O)cc1,-2.2,-2.4
CCOc1nc(NC(=O)NS(=O)(=O)Oc2cccc(Cl)c2)nc(-c2ccccc2)n1,2.6,4.2
Cn1nc(Oc2nc(N3CCOCC3)nc(N3CCOCC3)n2)ccc1=O,13.7,13.1
CN1CCC(N2CCCC(C(=O)O)C2)CC1 (stereo not drawn),2.1,5.7
CC(C)CC1C(C#N)=C(N)Oc2n[nH]c(-c3cccs3)c21 (stereo not drawn),0.1,2.2
O=c1cc(N2CCC(Cc3ccccc3)CC2)[nH]c(=O)n1C1CCCCC1,5.8,-1.1
COc1ccc2c(CC(=O)OCC(=O)c3ccccc3OC)coc2c1,-5.5,12.4
CN(CC(=O)Nc1ccccc1C(=O)N1CCCC1)S(=O)(=O)c1ccc(Br)cc1,-2.8,-2.4
CCOC(=O)Cc1csc(NC(=O)COc2ccc(N(C)S(=O)(=O)c3cccs3)cc2)n1,10.1,1.4

# Continuation.
SMILES,FXIIa single,FXIa single inh
O=c1n(-c2cccc(Cl)c2)c(=O)n2n1CCC2,-12.4,1.0
CC1CCCN(C(=O)c2ccc3c(c2NCCO)C(=O)c2ccccc2C3=O)C1 (stereo not drawn),10.1,-6.9
Cc1ccccc1CN1C(=O)Nc2ccccc2C(=O)N1C(C)(C)C,11.0,-3.5
CC1CCc2c(nc3ncnn3c2Nc2ccc(OC(F)(F)F)cc2)C1 (stereo not drawn),7.5,0.6
CCNc1c([N+](=O)[O-])ncn1C,12.6,5.7
Cc1nnc(NC(=O)CCSc2ccccc2)s1,2.3,-3.8
Cc1ccc(S(=O)(=O)NCC(c2cccnc2)N(C)C)cc1 (stereo not drawn),-0.8,2.7
COc1ccc2c(Cl)c(C(=O)NCc3ccco3)sc2c1,11.3,6.4
CN(C(=O)c1ccncc1)c1nnc(-c2cccnc2)s1,1.0,0.3
Nc1nonc1-n1nnc(C(=O)O)c1-c1cccs1,1.1,2.4

# Additional results
SMILES,FXIIa single,FXIa single inh
COc1ccc(C(=O)C[N+]2(C)CCOCC2)cc1,8.1,-7.1
Cc1cc(C(F)(F)F)nc(SCC(=O)Nc2ccccc2)n1,0.6,3.1
Cc1cc(NC(=O)c2cc(C)on2)no1,2.8,-1.4
Cc1ccc(C(=O)Nc2nc(-c3cccnc3)cs2)o1,10.8,4.3
CCCn1c(O)c(CN2CCCCC2)c(C)c(C#N)c1=O,7.9,1.5
CSc1ccc(S(=O)(=O)NCc2ccccc2)cc1,-0.7,-6.9
COc1cc(/C=C2/C(=N)N3C=CSC3=NC2=O)ccc1OCCCOc1ccccc1C,1.5,4.6
Cc1cccc(OCCCn2ccnc2)c1,8.3,-13.8
CCOc1ccc(C(OC(=O)c2ccco2)C(=O)NCc2ccc(C)cc2)cc1 (stereo not drawn),3.0,-7.4
O=C(CCCc1nc(-c2ccc(Cl)cc2)no1)N1CCOCC1,7.7,-0.7

# Entries of single compounds as entered above. Values in the order: FXIIa single | FXIa single inh
# Cc1cc(C(F)(F)F)nc(SCC(=O)Nc2ccccc2)n1 is listed as 0.6 | 3.1
# O=C(CCCc1nc(-c2ccc(Cl)cc2)no1)N1CCOCC1 is listed as 7.7 | -0.7

# The list goes on.
SMILES,FXIIa single,FXIa single inh
COC(=O)c1sccc1NC(=S)N1CCCC(C)C1 (stereo not drawn),8.2,1.0
Cc1cc(C)n2nc(C(=O)OCC(=O)c3cc(C)n(C)c3C)nc2n1,-16.0,-0.3
O=c1[nH]c2ccccc2n1Cc1ccccc1,4.3,7.0
CCc1cc[n+](-c2nc3ccccc3nc2C(=C=[N-])C#N)cc1,7.0,8.2
Cc1ccc(NC(=S)NC(NC(=O)Cc2cccc3ccccc23)C(Cl)(Cl)Cl)cc1 (stereo not drawn),1.4,9.1
CC(C)Cc1nc(N2CCN(C(=O)c3ccccc3)CC2)c(C#N)c2c1CCC2,3.0,5.0
Cc1cc(N(CCO)CCO)nc(-n2nc(C)cc2C)n1,4.4,3.5
C=CCN1C(=O)C(O)(CC(=O)c2ccc(-n3cccc3)cc2)c2ccccc21 (stereo not drawn),4.7,1.1
